HT1080 IDH1KD tx: toxicity to HT-1080 IDH1 knockdown cells (counter line); AID 686971; actives 2% (n = 360,000); Potency, µM (highest dose often 46.1 µM), for inactives: at the top dose activity, negative = toxicity, hits mostly cytotoxic; HT-1080 IDH1 knockdown viability, ATP luminescence, 48 h;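 also: potency is read from the fitted curve at half-maximal effect; 0% = DMSO wells and -100% = cell-free medium wells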
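Assay cells: HT-1080 with IDH1 knockdown, 750 per well, RPMI/5% FBS. Exposure: 48 h at 37 °C following 2 h pre-incubation. Read: CellTiter-Glo luminescence; fitted concentration-response, curve class assigned.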
KB-3-1 cytotox: kills parental KB-3-1 adenocarcinoma cells. KB-3-1 viability, CellTiter-Glo ATP luminescence, 72 h. Potency, µM (titrated, usually from 46.1 µM), for inactives: at the top dose activity change, negative = cytotoxic, actives largely listed as cytotoxic. actives 1.4% (n = 400,000); also: potency is read from the fitted curve at half-maximal effect; % is scaled to controls: 0 for no effect and ±100 for the full control effect; nearly all actives have a fitted effect of over 60% in size
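Viability of parental KB-3-1 cells, measured by CellTiter-Glo luminescence, followed a 72 h incubation at 37 °C with pinned compounds in phenol-red-free DMEM containing 10% FBS.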
IL1B secr inh: inhibitors of inflammasome signaling (IL-1 beta secretion) | THP-1 LPS/ATP IL-1B secretion, AlphaLISA, 16 h; stronger effect = lower value | activity change, % at 57.5 µM | actives 4.7% (n = 360,000) | AID 743279; in the data active = activity change below about -50%; inconclusive = mostly about -30% to -49%; also: % is scaled to controls: 0 for no effect and ±100 for the full control effect
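THP-1 cells pretreated 1 hr with compounds (up to 57.5 uM final), then stimulated with LPS (250 ng/mL final) plus ATP (1.25 mM final); secreted IL-1B measured by AlphaLISA after 16 hr, decreased signal indicating inhibition.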
SW480 rereplic: DNA re-replication induction in SW480 cells; SW480 DNA re-replication, Hoechst DNA content imaging, 48 h; Potency, µM (highest dose often 46.1 µM), inactives show top-dose re-replication activation, most hits filed as activators; actives 1.8% (n = 340,000); AID 624297; also: potency is read from the fitted curve at half-maximal effect; % of control where 0% means no effect; nearly all actives have a fitted effect of over 55% in size
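First, 250 cells per well were seeded. Next, compound or vehicle (23 nL) was pinned in, plates sat 48 hr at 37 C. Finally Hoechst was added for 40 min before fluorescence scanning.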
MCF10A rerep: DNA re-replication induction in MCF 10a cells; MCF 10A DNA re-replication, Hoechst nuclear intensity, 48 h; Potency, µM (highest dose often 46.1 µM), for the others: at the top dose activity, positive = re-replication, actives largely listed as activators; actives 2.9% (n = 350,000); also: potency is read from the fitted curve at half-maximal effect; % of control where 0% means no effect; nearly all actives have a fitted effect of over 50% in size
S2 tox: viability counter-screen for ATXN expression inhibitors; actives 0.49% (n = 400,000); Potency, µM (highest dose often 56.7 µM), most hits filed as cytotoxic; S2 cells (HEK-293 line with an ATXN2-luciferase reporter) viability, CellTiter-Fluor protease fluorescence, 24 h; AID 651635; also: potency is read from the fitted curve at half-maximal effect; nearly all actives have a fitted effect of over 40% in size
KB-V1 cytotox: kills drug-selected multidrug resistant KB-V1 cells | KB-V1 MDR cells viability, CellTiter-Glo, 72 h | Potency, µM (titrated, usually from 46.1 µM), for the others: at the highest dose activity change, negative = cytotoxicity, most hits filed as cytotoxic | actives 3.4% (n = 400,000) | AID 1347076; also: potency is read from the fitted curve at half-maximal effect; % is scaled to controls: 0 for no effect and ±100 for the full control effect; nearly all actives have a fitted effect of over 60% in size
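Following 72 h at 37 degrees C with compound, KB-V1 cell viability was read by CellTiter-Glo luminescence, medium being phenol-red-free DMEM plus 10% FBS; concentration-response parameters came from normalized, curve-fitted qHTS data.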
ATXN2 expr inh: reduces ATXN2 reporter expression in HEK-293 cells; HEK-293 ATXN2-luciferase reporter, luminescence, 24 h; Potency, µM (series often up to 57 µM), for the others: at the top dose activity change, negative = inhibition, actives largely listed as inhibitors; actives 0.72% (n = 360,000); also: potency is read from the fitted curve at half-maximal effect; % is scaled to controls: 0 for no effect and ±100 for the full control effect; nearly all actives have a fitted effect of over 55% in size
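ATXN2-luciferase reporter cells (luciferase flanked by upstream and downstream ATXN2 gene portions) were treated 24 h at 37 °C with compounds at up to 57 uM. SteadyGlo luminescence gave expression; GF-AFC fluorescence gave viability.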
HT1080NT lethal: kills 2HG-producing HT-1080-NT fibrosarcoma cells | HT-1080-NT fibrosarcoma viability, CellTiter-Glo ATP luminescence, 48 h | Potency, µM (titrated, usually from 46.1 µM), for the others: at the top dose activity, negative = less viability, actives largely listed as cytotoxic | actives 1.6% (n = 360,000);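 also: NT is the 2HG producing partner of a matched IDH1 knockdown line; potency is read from the fitted curve at half-maximal effect; 0% = DMSO-treated cells and -100% = media-only wells without cells; nearly all actives have a fitted effect of over 55% in size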
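Viability of the 2HG-overproducing fibrosarcoma line after 48 hours of compound exposure at 37 degrees C was determined by luminescence with CellTiter-Glo, and concentration-effect curves were then fitted and categorized.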
The depositor's hits bear a star; i = inactive; u = inconclusive; x = not tested or not shown; & = joins results of further samples; ! = repeats disagree; [ ] = another dose, or the depositor's remark. Unless noted, calls follow the shape of the dose curve; as a rule, active = well fitted curve in the direction sought with a large enough effect; inconclusive = small, poorly fitted or top-dose-only effect, or another doubt; inactive = no such curve, though single readings can be large; an effect the other way counts as inactive or inconclusive.

Structure,HT1080 IDH1KD tx,KB-3-1 cytotox,IL1B secr inh,SW480 rereplic,MCF10A rerep,S2 tox,KB-V1 cytotox,ATXN2 expr inh,HT1080NT lethal
CC(C)c1cc(C(=O)NC(C)c2ccccc2)no1 (configuration not stated),x,-10.9%,x,x,x,i,0.0%,7.1%,x
COC1=C(Nc2ccc(OC)cc2)C(=O)C(OC)=C(Nc2ccc(OC)cc2)C1=O,13.9%,-3.3%,-14.5,0.4%,-1.6%,i,-6.1%,-10.4%,6.2%
CN1C(=O)c2ccc(NC(=O)c3cccc4ccccc34)cc2C1=O,-5.0%,-0.4%,29.4,6.5%,0.6%,i,-2.9%,2.7%,-0.4%
CCn1nc(NS(=O)(=O)c2ccc(NC(C)=O)cc2)c2cc3cccc(C)c3nc21,-5.6%,1.6%,1.1,-6.2%,7.4%,i,u,x,9.7%
COCCCN1CN(Cc2ccco2)CNC1=S,7.0%,21.6%,-0.9,-8.3%,-0.4%,i,8.2%,-0.6%,14.5%
Cc1nc(C)c(-c2ccc(SCc3cccc(F)c3)nn2)s1,8.6%,2.4%,-10.5,-3.9%,-4.5%,i,-27.1%,x,-0.7%
CCCOc1ccc(N2C(=O)C3C4C=CC(CC4)C3C2=O)cc1 (configuration not stated),1.1%,-5.3%,-6.9,4.7%,2.0%,i,10.6%,x,-0.2%
CCC(=O)Nc1ccc(C(=O)CSc2nc3ccccc3cc2CC)cc1,0.0%,7.6%,u,-6.9%,-7.1%,i,-23.0%,4.6%,8.3%
COc1ccccc1/C=C/C(=O)OCC(=O)Nc1ccc(Cl)cn1,-3.9%,0.8%,0.4,u,26.2%,i,6.8%,25.1µM*,-7.7%
O=C(Nc1ccccc1)c1ccc(F)cc1F,10.3%,-4.8%,-4.7,-73.1%[inhibitor][9.22 µM],-44.6%,i,-7.8%,32.2%[activator],23.0%
Cc1ccc(NC(=O)C(=O)NCCN2CCN(Cc3ccc([N+](=O)[O-])cc3)CC2)cc1,2.7%,10.7%,9.3,u,-6.4%,i,2.91µM*,-26.4%,-0.4%
O=C(CCl)N1c2ccccc2SCC1c1ccccc1 (configuration not stated),5.8µM*,u,-105.0*,14.6µM*,7.31µM*,20µM*,-8.4%,u,4.61µM*
COc1ccc(N(C(=O)c2ccco2)S(=O)(=O)c2cc(Cl)c(Cl)cc2Cl)cc1,u,-6.0%,38.6,u,u,i,-0.2%,-6.1%,u
CCOC(=O)c1c(C)c(-c2ccccc2)n(CC(=O)NCc2ccccc2)c1C,x,0.8%,x,x,x,i,17.9%,-3.6%,x
Fc1ccc2c(c1)-c1nc(-c3ccccc3)cc(-c3ccccc3)c1CO2,x,12.0%,x,x,x,i,u,-6.1%,x
C#CC(=O)CCC1CCCN1C(=O)OC(C)(C)C (configuration not stated),6.8%,6.1%,-20.5,-3.4%,u,u,0.0%,-22.8%,16.4%
CCOC(=O)C1CCN(C(=O)c2cccs2)CC1,-6.0%,0.5%,29.0,3.6%,-3.9%,i,8.7%,x,8.6%
O=C(Nc1ccc(NC(=O)c2ccccn2)cc1)C(=O)Nc1ccc2c(c1)OCCO2,-5.9%,-7.6%,7.8,-14.9%,-0.1%,i,1.1%,-34.7%[11.3 µM],-13.6%
CNc1oc(-c2cccs2)nc1S(=O)(=O)c1ccccc1,-2.2%,9.5%,-21.4,-2.7%,-3.1%,i,u,-0.2%,-7.4%
Cc1ccc(CN2CCSc3ccc(C(=O)NCc4ccccn4)cc32)cc1,-15.5%,3.1%,-1.8,-9.4%,u,i,1.5%,5.9%,-0.3%
COc1ccc(-n2cnc3cc(NCc4cccs4)ccc32)cc1,-14.6%,3.2%,-20.0,9.2%,u,i,4.8%,53.4%[activator],-11.9%
NC1=NC(c2ccc(Br)cc2)n2c(nc3ccccc32)N1 (configuration not stated),-11.4%&-26.9%,-2.3%&-5.4%,-81.3*!,-1.3%&-1.0%,-1.9%&-1.3%,u,26.2%&0.1%,u,u
CC(CCc1ccco1)NC(=O)Nc1cccc(F)c1 (configuration not stated),0.8%,u,-0.6,0.6%,-0.6%,i,-24.1%,23.1%,7.0%
c1ccc(-c2nn3c(Cn4cnc5ccccc54)nnc3s2)cc1,-18.0%,1.4%,-0.8,-0.2%,-5.6%,i,-27.8%,-8.3%,4.6%[9.24 µM]
O=C(NCCN1CCOCC1)c1cc(-c2ccc(Cl)cc2Cl)on1,-1.2%,-1.4%,-28.7,-0.2%,2.0%,i,u,-6.2%,1.1%

Exported with values under each structure: entries from further up
Results follow in this order: HT1080 IDH1KD tx | KB-3-1 cytotox | IL1B secr inh | SW480 rereplic | MCF10A rerep | S2 tox | KB-V1 cytotox | ATXN2 expr inh | HT1080NT lethal
CN1C(=O)c2ccc(NC(=O)c3cccc4ccccc34)cc2C1=O
 : -5.0% | -0.4% | 29.4 | 6.5% | 0.6% | i | -2.9% | 2.7% | -0.4%
CCn1nc(NS(=O)(=O)c2ccc(NC(C)=O)cc2)c2cc3cccc(C)c3nc21
 : -5.6% | 1.6% | 1.1 | -6.2% | 7.4% | i | u | x | 9.7%

(listing goes on)
Structure,HT1080 IDH1KD tx,KB-3-1 cytotox,IL1B secr inh,SW480 rereplic,MCF10A rerep,S2 tox,KB-V1 cytotox,ATXN2 expr inh,HT1080NT lethal
CCOc1ccc(NC2=CC(=O)CC(c3ccco3)C2)cc1 (configuration not stated),-1.6%,1.0%,-17.1,-13.7%,-0.1%,i,14.9%,x,-1.8%
Nc1nc(SCC(=O)c2cc(F)ccc2F)n[nH]1,0.9%,-0.1%,7.0,-14.9%,-0.2%,i,-2.1%,3.9%[11.3 µM],1.2%
CCC(CC)NC(=O)c1ccccc1Oc1ccccc1,-3.1%,-2.5%,-7.9,4.1%,-3.9%,i,u,-1.0%,-2.1%
N#Cc1ccc(-c2nc3c4ccccc4ccn3c2CC2CCCCC2)cc1,11.4%,-5.9%,8.3,x,x,i,-19.7%,7.2%,2.1%
CCn1c(CNC(=O)c2ccccc2)nc2ccccc21,u,7.6%,2.6,-2.3%,-0.8%,i,u,15.9%,8.9%
Cc1cc(C(=O)N2CCCC(N3CCN(c4cccc(C(F)(F)F)c4)CC3)C2)nn1C (configuration not stated),0.1%,-3.5%,20.3,5.4%,-0.3%,i,7.5%,-34.9%,-2.8%
Cc1cc(NC(=O)CSc2nc3ccccc3n2CC(=O)N2CCCCC2)no1,14.6%,0.5%,-11.1,-2.4%,5.4%,u,u,-4.4%,2.1%[9.24 µM]
CCC(C)NC(=O)NC(=O)N(C1CCCCC1)S(C)(=O)=O (configuration not stated),11.1%,-4.6%,35.4,-8.5%,-0.3%,i,20.0%,2.8%,10.4%
CC(c1ccco1)N(C(=O)c1ccccc1NS(=O)(=O)c1ccc(Cl)cc1)c1ccccn1 (configuration not stated),-0.4%,-1.6%,4.1,1.0%,u,i,u,-8.1%,-5.1%
Cc1ccc(S(=O)(=O)N(CC(=O)N=Nc2c(O)[nH]c3ccccc23)c2ccc(C)c(C)c2)cc1,u,u,u,u,u,i,u,-15.0%,u
COc1ccc(-c2noc(CSc3nnc(Cc4ccccc4)n3-c3cccc(C)c3)n2)cc1OC,u,-16.0%,-64.2*,-4.5%,-6.1%,i,0.0%,-17.2%,u
CCN(CC(=O)Nc1ccc(NC(C)=O)cc1)C(=O)Cc1ccc(S(=O)(=O)N2CCOCC2)s1,11.8%,16.0%,4.7,-8.1%,3.7%,u,1.2%,5.7%,-0.6%
CCOC(=O)c1c(C)n(C)c2ccc(OC)c(NC(=O)CN3CCC(C(=O)OCC)CC3)c12,12.6%,2.4%,4.1,-20.1%,-3.3%,i,u,x,13.0%
CCCCNc1c(-c2ccccn2)nc2nc(C)cc(C)n12,1.3%,9.1%,56.7,x,x,u,u,-11.1%,-2.6%
O=C(NCC1(c2ccccc2)CCCC1)C(=O)Nc1cccc(C(F)(F)F)c1,x,-2.4%,x,x,x,i,-10.3%,1.8%,x
Cc1cccc(-c2nc3ccccc3c(=O)n2N)c1,-5.6%,u,-5.0,3.4%,0.8%,i,-5.3%,x,3.0%
CCn1nc(C(=O)NNC(=O)C2CSC3(C)CCC(=O)N23)c2ccccc2c1=O (configuration not stated),4.0%,1.0%,4.8,-3.9%,0.5%,u,13.1%,x,-5.7%
CCC(=O)NCCc1nc2cc(NC(=O)COc3ccccc3)ccc2n1C,8.3%,12.0%,25.8,-7.2%,-0.4%,i,6.0%,20.6%,18.4%
CCOC(=O)c1cccc(C(=O)Oc2ccccc2)n1,-3.5%,21.0%,18.8,0.2%,20.6µM*,i,-6.8%,2.8%,9.3%
CN1CCC(N(C)C(=O)/C=C/c2cn(-c3ccccc3)nc2-c2cccs2)CC1,18.4µM*,-70.2%,-90.7*,3.0%,u,u,20.6µM*,-31.0%,25.9µM*
CCCCCCCCCCS(=O)(=O)N/N=C/c1ccccc1OC,u,-21.9%,15.0,-1.5%,18.4µM*,i,-12.8%,-18.5%,u
CN(C)c1ccc(C2N(c3ccc(Cl)cc3)C(=O)C3CCCN32)cc1 (configuration not stated),-0.4%,-3.6%,-8.1,u,3.9%,i,5.1%,0.3%,-7.4%
CNC(=O)c1c[nH]c2ccc(S(=O)(=O)Nc3cccc(SC)c3)cc2c1=O,u,u,-16.4,-2.0%,u,i,u,-9.8%,u
O=C(CN1CCN(CC(=O)c2ccc(F)cc2)CC1)Nc1ccccc1Cl,7.9%,24.0%,9.9,-3.3%,-9.2%,i,9.1%,-2.6%,2.7%
O=C(N/N=C\C=C\c1ccco1)c1cncc(Br)c1,u,17.6%,-6.4,u,u,i,-20.8%,-1.7%,6.0%

Bioassay records from PubChem BioAssay.
